Assay outcomes (PubChem)
Scp-1 inhibitor: Scp-1 (human) phosphatase inhibition; actives 0.88% (n = 340,000); Recombinant Scp1, phosphopeptide, malachite green phosphate absorbance; Q9GZU7; inhibition, % at 20 µM;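 active means inhibition above about 50% at 20 µM, limit read from the data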;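 further: plate controls were DMSO wells with enzyme for no effect and wells lacking enzyme for full effect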
Target sequence (Q9GZU7 76-261 limits assumed): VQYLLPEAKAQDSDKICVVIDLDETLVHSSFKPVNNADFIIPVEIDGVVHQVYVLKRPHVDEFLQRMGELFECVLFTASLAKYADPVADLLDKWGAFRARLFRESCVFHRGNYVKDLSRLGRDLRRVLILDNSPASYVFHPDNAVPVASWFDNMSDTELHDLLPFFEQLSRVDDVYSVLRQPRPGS
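Assay system: SCP-1 catalytic fragment, aa 76-261 | Buffer or medium: Tris acetate buffer pH 5.5 with MgCl2 and Tween-20 | Compound: One concentration, 20 µM, with 1.0% DMSO | Also added: Phospho 17-mer peptide substrate | Signal: Absorbance at 630 nm | Incubation: 45 min enzyme reaction at room temperature | Measure: % inhibition of SCP-1 phosphate liberation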
SKN-1 inh: blocks SKN-1 activity in C. elegans; C. elegans VP596 Pgst-4::GFP/RFP ratio, acrylamide-induced, 24 h; inhibition, % at 21.8 µM; actives 0.49% (n = 360,000); AID 624304;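 active means interference check ratio from 0.5 to 1.5 plus GFP to RFP signal ratio inhibition reaching or exceeding a fixed threshold, cut at about 30% in these data, passing the limit was not always enough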; further: some compounds called inactive have numbers as strong as hits
STEP inh: STEP (human) phosphatase inhibition; P54829; recombinant STEP, OMFP fluorogenic substrate, fluorescence; inhibition, % at 20 µM; actives 0.25% (n = 360,000);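 active means inhibition at 20 µM, scaled per plate between control wells, above about 37%, limit read from the data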;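 further: 0% = DMSO with enzyme and substrate and 100% = substrate only without enzyme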
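Material: STEP (striatal-enriched tyrosine phosphatase) enzyme, cell-free; Compound dosing: 20 µM single dose in 1% DMSO; Technique: fluorescence read at 480 nm ex / 540 nm em; Times: reaction 20 min, ambient temperature; Medium: 50 mM Bis-Tris pH 6.0 with 2.5 mM DTT and 0.005% Tween 20; Also added: OMFP at 25 µM.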
NRP1-CendR mod: NRP-1/CendR interaction modulation | O14786 | FAM-RPARPAR peptide binding to NRP-1, fluorescence polarization | inhibition, % at 25 µM | actives 0.85% (n = 360,000);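 active means inhibition or corrected inhibition above about 18%, plus a signal ratio from 0.5 to 1.5, limit read from the data, passing the limit was not always enough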; further: strong numbers were not always called active
LMPTP inh: LMPTP (human) inhibition; P24666; recombinant LMPTP-A, OMFP fluorogenic substrate, fluorescence intensity; actives 0.22% (n = 360,000); AID 651560; inhibition, % at 20 µM;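 active means compounds that cut the enzyme signal by at least half of the control window in the single-dose screen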;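 further: plate controls were DMSO wells with enzyme plus substrate for no effect and substrate without enzyme for full effect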
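Test system – LMPTP-A enzyme · Amount – LMPTP-A at 0.625 nM final in the reaction · Buffer or medium – Bis-Tris pH 6.0, DTT, detergent · Reagent – OMFP 400 µM · Doses – single 20 µM dose · Schedule – reaction 50 min, room temperature, dark · Detection – fluorescence intensity of OMFP turnover product · Evaluation – percent inhibition versus substrate-only and uninhibited controls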
NadD block: NadD (S. aureus) enzyme inhibition. inhibition, % at 20 µM. purified NadD enzyme, colorimetric absorbance read-out. actives 0.78% (n = 360,000). AID 602399; in the data active means inhibition above about 26%; further: some compounds past the cut are filed as inactive
Tb MetRS inh: blocks T. brucei methionyl-tRNA synthetase activity. purified T. brucei MetRS, ATP depletion, Kinase-Glo luminescence. inhibition, % at 11.9 µM. actives 0.4% (n = 360,000). AID 624268;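 active means inhibition above a per-plate cutoff of the control wells' mean inhibition plus 3 SD, cut at about 5.5% in these data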;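 further: 0% = DMSO wells median and 100% = median of wells with control inhibitor compound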
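technique = Kinase-Glo luminescence, ATP depletion format | system = purified MetRS (methionyl-tRNA synthetase) enzyme from Trypanosoma brucei | timing = 15 min preincubation, 2 h reaction, all 25 °C | evaluation = percent inhibition versus plate control medians | dosing = single dose, 11.9 µM final nominal, 0.9% final DMSO | also added = substrates ATP, L-methionine and bulk Escherichia coli tRNA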
Neddylation inh: inhibitors of human cullin neddylation; P61081+Q13564; TR-FRET cullin neddylation, biochemical; calls only at 25 µM; actives 0.58% (n = 360,000); in the data active means inhibition above about 36%
Target sequence (P61081 whole entry, looked up): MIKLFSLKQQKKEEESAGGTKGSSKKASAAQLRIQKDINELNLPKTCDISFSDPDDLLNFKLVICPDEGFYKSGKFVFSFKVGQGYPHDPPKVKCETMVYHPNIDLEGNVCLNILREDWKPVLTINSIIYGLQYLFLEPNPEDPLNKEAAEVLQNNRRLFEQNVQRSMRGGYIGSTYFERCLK
Target sequence (Q13564 whole entry, looked up): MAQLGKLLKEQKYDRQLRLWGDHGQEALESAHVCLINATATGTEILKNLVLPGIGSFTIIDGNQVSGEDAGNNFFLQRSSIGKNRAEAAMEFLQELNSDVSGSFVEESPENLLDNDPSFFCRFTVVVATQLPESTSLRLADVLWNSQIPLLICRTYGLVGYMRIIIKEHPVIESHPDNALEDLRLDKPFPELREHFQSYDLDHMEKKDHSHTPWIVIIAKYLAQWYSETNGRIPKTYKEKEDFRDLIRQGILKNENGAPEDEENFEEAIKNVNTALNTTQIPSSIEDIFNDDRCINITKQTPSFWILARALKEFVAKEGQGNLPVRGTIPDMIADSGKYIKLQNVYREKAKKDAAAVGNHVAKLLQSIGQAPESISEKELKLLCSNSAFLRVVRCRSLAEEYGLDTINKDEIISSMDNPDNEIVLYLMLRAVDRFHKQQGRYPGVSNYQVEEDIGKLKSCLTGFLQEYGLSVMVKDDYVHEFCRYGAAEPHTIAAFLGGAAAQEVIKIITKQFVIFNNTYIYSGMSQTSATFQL
SUMO1-SIM PPI: alters human SUMO1 binding to SIM partners. P63165. SUMO1 binding to a labelled peptide, TR-FRET, 1 h. inhibition, % at 20 µM. actives 0.33% (n = 360,000); in the data active means inhibition above about 37%
Target sequence (P63165 whole entry, looked up): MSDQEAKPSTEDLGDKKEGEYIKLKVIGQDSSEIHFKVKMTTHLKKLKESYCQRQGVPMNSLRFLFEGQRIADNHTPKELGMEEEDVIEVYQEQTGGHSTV
DNMT1 inh: inhibitors of human DNMT1. DNMT1 molecular beacon, Hinp1I cleavage, fluorescence. P26358. actives 0.83% (n = 360,000). AID 588458. inhibition (reported as % activation of signal), % at 10 µM; in the data active means inhibition above about 50%
Numbers without * were called inactive.

`COc1ccc(OCCSc2ncccn2)cc1` gave Scp-1 inhibitor -13, SKN-1 inh -4, STEP inh -3, NRP1-CendR mod -3, LMPTP inh 0.2, NadD block 0, Tb MetRS inh -1.1, Neddylation inh inactive, SUMO1-SIM PPI 1 and DNMT1 inh -2.
Screening O=C(CCC1CCCCC1)Nc1cc(Cl)ccc1N1CCOCC1 returned Scp-1 inhibitor -1, SKN-1 inh 5, STEP inh 3, NRP1-CendR mod 8, LMPTP inh 4.0, NadD block 0, Tb MetRS inh 0.1, Neddylation inh inactive, SUMO1-SIM PPI 0 and DNMT1 inh -4.
COc1cccc(-c2cc(C(=O)NCCCn3ccnc3)c3ccccc3n2)c1 was read as Scp-1 inhibitor -7, SKN-1 inh 5, STEP inh 5, NRP1-CendR mod -7, LMPTP inh -0.7, NadD block 4, Tb MetRS inh 0.5, Neddylation inh inactive, SUMO1-SIM PPI -9 and DNMT1 inh -1.
`COc1ccccc1N1CCN(Cc2cc(=O)oc3cc(C)ccc23)CC1` gave SKN-1 inh -13, STEP inh -2, NRP1-CendR mod 12, LMPTP inh -1.2, NadD block -8, Tb MetRS inh -1.0, Neddylation inh inactive, SUMO1-SIM PPI -3 and DNMT1 inh 2.
CCc1cc[n+](/C(C(=S)Nc2cccc(C)c2)=C(/[O-])c2ccc(C)c([N+](=O)[O-])c2)cc1 was read as Scp-1 inhibitor -6, SKN-1 inh -5, STEP inh -1, NRP1-CendR mod -5, LMPTP inh 2.3, NadD block 19, Tb MetRS inh -0.8, Neddylation inh inactive, SUMO1-SIM PPI -8 and DNMT1 inh -1.
O=C(NC1CC1)C1=C[C@@H](C2CC2)C[C@@H](OCc2ccc(CO)cc2)O1 was read as Scp-1 inhibitor -3, SKN-1 inh 3, STEP inh 0, NRP1-CendR mod 8, LMPTP inh 1.6, NadD block 2, Tb MetRS inh -0.6, Neddylation inh inactive, SUMO1-SIM PPI 8 and DNMT1 inh 0.
For CC(=O)c1n[nH]nc1Nc1nc(C)cc(C)n1 the results were Scp-1 inhibitor -3, SKN-1 inh -2, STEP inh 8, NRP1-CendR mod -1, LMPTP inh -1.1, NadD block -6, Tb MetRS inh -0.3, Neddylation inh inactive, SUMO1-SIM PPI 0 and DNMT1 inh 1.
COc1cccc(C(Nc2ccccn2)c2c(NC(=O)c3ccco3)sc(C)c2C)c1 (stereo unspecified) was read as Scp-1 inhibitor -5, SKN-1 inh 2, STEP inh 3, NRP1-CendR mod 6, LMPTP inh 4.8, NadD block 5, Tb MetRS inh -0.1, Neddylation inh inactive, SUMO1-SIM PPI -2 and DNMT1 inh -1.
`CCOC(=O)c1ccccc1NC(=O)CSc1nnnn1C` gave Scp-1 inhibitor -1, SKN-1 inh -22, STEP inh 0, NRP1-CendR mod 8, LMPTP inh -0.4, NadD block 4, Tb MetRS inh -1.4, Neddylation inh inactive, SUMO1-SIM PPI -7 and DNMT1 inh 0.
Screening CCOc1cccc(CN2CCCC(C(=O)Nc3cccc(-n4cccn4)c3)C2)c1 (stereo unspecified) returned Scp-1 inhibitor -4, SKN-1 inh 2, STEP inh 1, NRP1-CendR mod -5, LMPTP inh -1.0, NadD block -7, Tb MetRS inh -0.5, Neddylation inh inactive, SUMO1-SIM PPI -2 and DNMT1 inh 0.
`CO[C@@H]1CN(C)C(=O)c2ccc(NC(=O)C3CCC3)cc2OC[C@H](C)N(CC2CCCCC2)C[C@H]1C` gave SKN-1 inh 5, NRP1-CendR mod 6, LMPTP inh -1.9, Tb MetRS inh 0.2, Neddylation inh inactive and SUMO1-SIM PPI 8.
`Cc1cccn2c(=O)c3cc(C(=O)NCc4cccnc4)c(=N)n(CC4CCCO4)c3nc12` (stereo unspecified) gave Scp-1 inhibitor -5, SKN-1 inh 14, STEP inh 2, NRP1-CendR mod 5, LMPTP inh 3.8, NadD block -3, Tb MetRS inh -0.4, SUMO1-SIM PPI -30 and DNMT1 inh 6.
c1ccc(CNn2nnc3ccccc32)cc1 was read as SKN-1 inh 11, STEP inh -2, NRP1-CendR mod 23*, LMPTP inh -1.7, NadD block 1, Tb MetRS inh -0.3, Neddylation inh inactive, SUMO1-SIM PPI 2 and DNMT1 inh 3.
`CCN(CC)S(=O)(=O)c1ccc(N2CCOCC2)c(NC(=O)c2cccc(C#N)c2)c1` gave Scp-1 inhibitor -4, SKN-1 inh -5, STEP inh -2, NRP1-CendR mod 4, LMPTP inh -0.8, NadD block -6, Tb MetRS inh -1.6, Neddylation inh inactive, SUMO1-SIM PPI 0 and DNMT1 inh 9.
Screening CC(C)CC(=O)Nc1ccc(-c2nc3ccccc3c(=O)o2)cc1 returned Scp-1 inhibitor -4, SKN-1 inh 10, STEP inh -2, NRP1-CendR mod 12, LMPTP inh -0.7, NadD block -5, Tb MetRS inh 0.4, SUMO1-SIM PPI 15 and DNMT1 inh -3.
Screening CCCN(CCC)CC(C)(C)NS(=O)(=O)c1ccc(Cl)cc1 returned Scp-1 inhibitor -4, SKN-1 inh -2, STEP inh 3, NRP1-CendR mod 14, LMPTP inh -1.8, NadD block -8, Tb MetRS inh 0.6, Neddylation inh inactive, SUMO1-SIM PPI 0 and DNMT1 inh -1.
For CC(C)(CNC(=O)C1CCCN1C(=O)c1cccs1)N1CCOCC1 (stereo unspecified) the results were Scp-1 inhibitor -2, SKN-1 inh 9, STEP inh 0, NRP1-CendR mod -5, LMPTP inh 0.1, NadD block -9, Tb MetRS inh -1.2, Neddylation inh inactive, SUMO1-SIM PPI -1 and DNMT1 inh 1.
O=C(OCC(=O)c1ccc(Br)s1)c1ccc(O)cc1 was read as Scp-1 inhibitor -5, SKN-1 inh -3, STEP inh -1, NRP1-CendR mod -9, LMPTP inh 2.6, NadD block -7, Tb MetRS inh -0.3, Neddylation inh inactive, SUMO1-SIM PPI -13 and DNMT1 inh 2.
O=C(NCc1ccccc1)C1CCCN(C(=O)c2ccc(F)cc2)C1 (stereo unspecified) was read as Scp-1 inhibitor -2, SKN-1 inh -1, STEP inh -1, NRP1-CendR mod -10, LMPTP inh -0.8, NadD block -5, Tb MetRS inh -0.4, Neddylation inh inactive, SUMO1-SIM PPI 2 and DNMT1 inh 1.
`CCC(=O)Nc1ccc(C(=O)N/N=C/c2ccc([N+](=O)[O-])cc2)cc1` gave Scp-1 inhibitor 14, SKN-1 inh 10, STEP inh 2, NRP1-CendR mod -5, LMPTP inh -1.2, NadD block 1, Tb MetRS inh 0.2, Neddylation inh inactive, SUMO1-SIM PPI -24 and DNMT1 inh -2.

Two entries drawn at random from the list so far, as already listed:
`CCOC(=O)c1ccccc1NC(=O)CSc1nnnn1C` gave Scp-1 inhibitor -1, SKN-1 inh -22, STEP inh 0, NRP1-CendR mod 8, LMPTP inh -0.4, NadD block 4, Tb MetRS inh -1.4, Neddylation inh inactive, SUMO1-SIM PPI -7 and DNMT1 inh 0.
COc1cccc(C(Nc2ccccn2)c2c(NC(=O)c3ccco3)sc(C)c2C)c1 (stereo unspecified) was read as Scp-1 inhibitor -5, SKN-1 inh 2, STEP inh 3, NRP1-CendR mod 6, LMPTP inh 4.8, NadD block 5, Tb MetRS inh -0.1, Neddylation inh inactive, SUMO1-SIM PPI -2 and DNMT1 inh -1.

Next section
For COC(=O)C1=CN(c2ccc(Oc3ccccc3)cc2)C(N)=C(C#N)C1c1ccc(-c2ccccc2)cc1 (stereo unspecified) the results were SKN-1 inh 11, NRP1-CendR mod -14, LMPTP inh 1.1, Tb MetRS inh -1.1 and SUMO1-SIM PPI -8.
Cc1cccc(N2CCN(CCCNC(=O)C3CCCN(c4ncnc5c4nc4n5CCCCC4)C3)CC2C)c1 (stereo unspecified) was read as Scp-1 inhibitor 3, SKN-1 inh -13, STEP inh -2, NRP1-CendR mod -6, LMPTP inh -0.1, NadD block -5, Tb MetRS inh -0.3, Neddylation inh inactive, SUMO1-SIM PPI 0 and DNMT1 inh -3.
`CC(=O)c1cccc(NC(=O)Nc2ccc3c(c2)OCO3)c1` gave Scp-1 inhibitor -13, SKN-1 inh 21, STEP inh -2, NRP1-CendR mod 4, LMPTP inh 1.0, NadD block -1, Tb MetRS inh -0.1, Neddylation inh inactive, SUMO1-SIM PPI -1 and DNMT1 inh 0.
For COc1ccc(N2CCN(C(c3cccs3)C(C)NC(=O)C(=O)N3CCCC3)CC2)cc1 (stereo unspecified) the results were Scp-1 inhibitor -7, SKN-1 inh 23, STEP inh 60*, NRP1-CendR mod 3, LMPTP inh 0.3, NadD block 5, Tb MetRS inh 0.6, Neddylation inh inactive, SUMO1-SIM PPI -5 and DNMT1 inh -4.
CN(C)C(=O)COc1ccc2ccc(=O)oc2c1 was read as Scp-1 inhibitor -6, SKN-1 inh -5, STEP inh -4, NRP1-CendR mod 0, LMPTP inh 0.3, NadD block -3, Tb MetRS inh -0.9, Neddylation inh inactive, SUMO1-SIM PPI -5 and DNMT1 inh 0.
CN(Cc1ccon1)C(=O)C1CCC(=O)N(CCc2ccc(Cl)cc2)C1 (stereo unspecified) was read as Scp-1 inhibitor -9, SKN-1 inh 2, STEP inh 0, NRP1-CendR mod 4, LMPTP inh -1.0, NadD block -1, Tb MetRS inh 0.1, Neddylation inh inactive, SUMO1-SIM PPI -1 and DNMT1 inh 0.
`COc1ccc(CCc2nc3ccccc3n2C(CCc2ccccc2)c2nc3ccccc3[nH]2)cc1` (stereo unspecified) gave SKN-1 inh 18, NRP1-CendR mod -11, LMPTP inh 4.9, Tb MetRS inh 3.9, Neddylation inh inactive and SUMO1-SIM PPI -1.
Screening Cc1ccc(S(=O)(=O)c2nc(S(=O)(=O)c3ccccc3)sc2N2CCN(C)CC2)cc1 returned Scp-1 inhibitor -3, SKN-1 inh 16, STEP inh 0, NRP1-CendR mod 1, LMPTP inh 0.0, NadD block -3, Tb MetRS inh 0.5, Neddylation inh inactive, SUMO1-SIM PPI 0 and DNMT1 inh 2.
For CCOC(=O)CC(NC(=O)c1cc2cc(Cl)cc(Cl)c2oc1=O)c1cccc([N+](=O)[O-])c1 (stereo unspecified) the results were Scp-1 inhibitor -3, SKN-1 inh -2, STEP inh 1, NRP1-CendR mod 7, LMPTP inh 2.4, NadD block -3, Tb MetRS inh 0.3, Neddylation inh inactive, SUMO1-SIM PPI -11 and DNMT1 inh 0.
For C=CCN=C1NN=C(c2cc(C)n(CC=C)c2C)CS1 the results were Scp-1 inhibitor 4, SKN-1 inh 19, STEP inh 2, NRP1-CendR mod -5, LMPTP inh 7.6, NadD block 20, Tb MetRS inh -0.1, Neddylation inh inactive, SUMO1-SIM PPI -8 and DNMT1 inh -6.
